Bioassay records (PubChem)
MC4R antag cAMP = MC4R antagonists of cAMP signaling, primary screen, cell-based, TR-FRET, antagonist arm of biased-ligand search; Melanocortin receptor 4 (Homo sapiens), P32245; MC4R-expressing cells, MTII-stimulated cAMP, LANCE TR-FRET; inhibition, % at 6.5 µM; 360,000 compounds, 0.48% hits;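 active means inhibition above its plate's cutoff, the mean of tested wells on that plate plus 3 SD, cut at about 29% in these data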;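 further: 0% = Melanotan II alone and 100% = Melanotan II plus saturating MCL0020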
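System: U2OS-MC4R stable cell line; Technique: Eu-cAMP/anti-cAMP TR-FRET, emission 671 nm; Repeats: single well per compound; Also added: Melanotan II; Dosing: one concentration, 6.5 µM nominal; Schedule: 30-min compound, 1-h challenge, 1-h detection, room temperature.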
CaV13 FRET inh = Primary screen for inhibitors of IQ motif and Ca2+-dependent inactivation inhibitor domain binding in CACNA1D, Förster resonance energy transfer in living cells, …; 340,000 compounds, 0.098% hits; inhibition, % at 12.3 µM; HEK cells, CFP/YFP FRET ICDI-IQ, plate reader, 10 min; percent FRET-ratio fall versus neutral wells;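 active means mean replicate inhibition of at least 30% and at least 1% of replicates passing that level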;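 further: 0% = median of the neutral control wells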
m5-HT2A agonist = mouse Htr2a agonists via beta-arrestin recruitment, primary screen, cell-based, luminescence; 5-hydroxytryptamine receptor 2A (Mus musculus), P35363; CHO-K1 mHTR2A beta-arrestin complementation; percent of 30 µM serotonin response; activation, % at 7.6 µM; 360,000 compounds, 0.66% hits;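 active means activation above a run cutoff, the mean activation of all tested compounds plus 3 SD, cut at about 14% in these data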;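 further: 0% = plate median of compound wells and 100% = 30 µM serotonin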
MC4R ag barr = MC4R agonists recruiting beta-arrestin, primary screen, cell-based, luminescence, agonist arm of biased-ligand search | 360,000 compounds, 0.98% hits | activation, % at 8.9 µM | U2OS MC4R beta-arrestin complementation; percent of melanotan II response, DMSO zero | AID 540308, 2011 | Melanocortin receptor 4 (Homo sapiens), P32245;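 active means activation above a per-plate cutoff, the mean activation of sample wells on that plate plus 3 SD, cut at about 8% in these data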
PDI inh = inhibitors of human PDI, primary screen, biochemical, turbidity, single point, plate reader; PDI insulin aggregation turbidity, A650, 90 min; inhibition, % at 10 µM; 350,000 compounds, 0.052% hits; AID 588391, 2011;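 active means mean inhibition across replicates of 30% or more, whatever share of single replicates reach that level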;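 further: absorbance from insulin aggregation driven by PDI reduction with DTT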
ABCB6 inh MLPCN = ABCB6 transporter inhibitors, primary screen, K562-ABCB6 cells, flow cytometry, MLPCN library | K562-ABCB6 porphyrin accumulation, 1 h; stronger effect = lower value | fluorescence ratio to DMSO, % at 10 µM | 360,000 compounds, 0.19% hits | AID 602162, 2011;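 active means fluorescence ratio to DMSO below 75%, the collection mean minus 3 SD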;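 further: signal is porphyrin accumulated inside mitochondria; 100% equals median channel fluorescence of DMSO control wells; lower ratio means ABCB6 inhibition with less porphyrin fluorescence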
ABHD5-PLIN5 inh = ABHD5-PLIN5 interaction inhibitors, primary screen, cell lysate, split luciferase complementation, luminescence. 360,000 compounds, 0.78% hits. inhibition, % at 4 µM. AID 602281, 2012. Split G. princeps luciferase complementation, 4 h;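 active means inhibition above the mean inhibition across every tested compound plus 3 SD, cut at about 22% in these data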;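 further: 0% = DMSO only wells and the 100% control is not disclosed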
Target sequence (Q00G26 whole entry, looked up): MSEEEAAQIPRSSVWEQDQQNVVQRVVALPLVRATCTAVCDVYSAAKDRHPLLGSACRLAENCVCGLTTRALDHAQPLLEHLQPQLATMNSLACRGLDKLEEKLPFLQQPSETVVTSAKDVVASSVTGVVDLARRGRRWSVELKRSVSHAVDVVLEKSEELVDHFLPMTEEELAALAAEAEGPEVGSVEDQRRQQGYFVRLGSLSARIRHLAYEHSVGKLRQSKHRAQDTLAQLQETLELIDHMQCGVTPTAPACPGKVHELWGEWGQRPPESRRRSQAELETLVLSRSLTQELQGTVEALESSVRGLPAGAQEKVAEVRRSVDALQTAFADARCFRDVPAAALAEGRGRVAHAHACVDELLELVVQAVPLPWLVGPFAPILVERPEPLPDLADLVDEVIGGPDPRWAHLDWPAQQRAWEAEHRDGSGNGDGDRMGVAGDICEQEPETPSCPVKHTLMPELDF
Target sequence (Q8WTS1 whole entry, looked up): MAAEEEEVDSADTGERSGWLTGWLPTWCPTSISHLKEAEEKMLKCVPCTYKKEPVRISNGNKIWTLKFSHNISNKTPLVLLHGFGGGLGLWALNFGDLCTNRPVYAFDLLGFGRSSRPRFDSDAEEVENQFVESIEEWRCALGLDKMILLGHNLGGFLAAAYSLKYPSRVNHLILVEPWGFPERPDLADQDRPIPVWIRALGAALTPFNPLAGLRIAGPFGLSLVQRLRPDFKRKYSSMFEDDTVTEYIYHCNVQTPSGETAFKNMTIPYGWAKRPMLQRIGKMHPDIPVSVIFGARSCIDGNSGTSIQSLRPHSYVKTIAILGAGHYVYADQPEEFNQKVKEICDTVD
Exocytosis inh = LAMP-1 surface exposure blockers, TALL-104 cells – cell-based, flow cytometry, MLPCN library, primary screen; TALL-104 LAMP-1 surface exposure; cells stimulated with thapsigargin and PMA; inhibition, % at 10 µM; 360,000 compounds, 0.66% hits; AID 651702, 2012;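 active means inhibition above about 55%, limit read from the data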
Cardio protect = cardioprotection against H2O2-induced cell death, primary screen, uHTS, H9c2 cells, ATPLite luminescence. H9c2 cardiomyocytes, H2O2 injury protection, 2 h. protection from H2O2 cell death, % at 20 µM. 360,000 compounds, 0.63% hits. AID 588492, 2011;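 active means compounds giving at least 50% protection of heart cells from peroxide-induced death in the single-dose screen, raw or plate-pattern-corrected value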;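 further: 0% = DMSO wells with peroxide and 100% = DMSO wells without peroxide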
N-glyco inh = increase of ERlucT glycosylation luciferase signal, primary screen, N-linked glycosylation inhibitor project, D54 ERlucT cells, luminescence, set 2. D54 ERlucT glycosylation luciferase reporter, 24 h; percent of 100 nM tunicamycin response. reporter increase, % at 12.5 µM. 360,000 compounds, 0.23% hits. AID 588692, 2011;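 active means mean luciferase reporter signal, scaled so untreated is 0 and the glycosylation-blocking control 100, at or above a set limit in every replicate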;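 further: luciferase carries N-glycosylation sites so blocking glycosylation raises the light; 0% = median of neutral control wells and 100% = median of 100 nM tunicamycin wells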
* marks the source's active call; other numbers are inactive results; · = not tested or not shown. Hits appear at their usual frequency (roughly 4.2% active in at least one column).

SMILES	MC4R antag cAMP	CaV13 FRET inh	m5-HT2A agonist	MC4R ag barr	PDI inh	ABCB6 inh MLPCN	ABHD5-PLIN5 inh	Exocytosis inh	Cardio protect	N-glyco inh
Cc1ccccc1N1C(=O)C2ON(c3ccccc3)C(c3ccncc3)C2C1=O (stereo unspecified)	3	-5	1	-2.1	-2	100	3	3	-3	-1
CCC(C)(C)NC(=O)/C=C/c1ccccc1[N+](=O)[O-]	-5	·	3	1.0	5	85	8	1	7	0
CCCCn1c(=O)[nH]c(=O)c2c1ncn2Cc1ccco1	1	-10	2	0.9	-2	102	8	0	3	1
O=C(COc1coc(CN2CCc3ccccc3C2)cc1=O)Nc1ccc(F)cc1	-1	-7	5	-1.6	-12	100	-4	0	6	-1
O=C(Nc1ccc(F)cc1)NC1CCCc2ccccc21 (stereo unspecified)	0	-2	1	-1.4	-7	101	-5	-4	4	-1
CCn1c(C)cc(/C=C2\NC(=O)N(CC(=O)Nc3cccc(C)c3)C2=O)c1C	0	-8	-8	-2.9	-13	103	1	-3	0	0
COC(=O)c1ccc(N2CCN(C)CC2)c(NC(=O)c2ccc(-c3ccc(Cl)cc3)o2)c1	4	·	-1	-3.3	-7	100	3	16	0	-3
C/C(CC1CC(COCC(C)C)OC1=O)=N\Nc1nc(-c2ccccc2)cs1 (stereo unspecified)	5	-9	2	-2.7	5	96	-17	4	0	-1
COc1cc2c(cc1OC)C(c1ccccc1)N(S(C)(=O)=O)CC2 (stereo unspecified)	0	7	-1	-1.9	-7	98	2	-3	5	10
O=C(Nc1ccc2c(c1)OCCO2)C1CCCN(S(=O)(=O)Cc2ccccc2)C1 (stereo unspecified)	1	-1	-6	0.2	-7	85	0	0	4	-3
CCC(C)(C)NC(=O)C(c1ccccn1)N(C(=O)c1csnn1)c1ccc(C)c(C)c1 (stereo unspecified)	-1	-7	-5	4.0	16	102	8	4	0	0
CCOC(=O)c1c[nH]c2c(C)ccc(Cl)c2c1=O	7	-3	-4	-3.3	7	96	-1	-4	7	2
Oc1cc2c(cc1O)[C@@H](c1ccccc1)CNCC2	-7	-6	19*	0.6	4	109	-8	0	43	0
COc1ccc(-n2c(=O)/c(=C\c3cccs3)s/c2=C(/C#N)C(=O)NCCN2CCOCC2)cc1	4	-5	2	-0.5	0	96	-1	38	-4	-7
CCn1c(SCC(=O)N(C)C2CCS(=O)(=O)C2)nnc1-c1cccs1 (stereo unspecified)	-2	-7	1	-1.0	1	98	1	0	-8	2
CCOC(=O)N1CCN(CC(=O)c2ccc(O)c(C)c2O)CC1	3	-15	0	-4.2	7	98	0	-4	-4	-2
O=S(=O)(Nc1cccc(S(=O)(=O)N2CCOCC2)c1)c1ccc(Cl)s1	3	-2	3	-1.0	2	93	7	3	0	1
O=C(NCCOc1ccccc1F)C1CCC(=O)N(CCc2cccc(F)c2)C1 (stereo unspecified)	1	-15	3	-2.3	1	93	-2	6	-1	0
CCOC(=O)C1CCN(c2ccccc2CN2CCN(c3ccccc3OCC)CC2)CC1	9	·	-8	1.1	6	88	7	34	27	-5
CCN1CCN(c2ccc(S(=O)(=O)N3CCCCC3)cc2NC(=O)Cc2ccccc2F)CC1	-5	-7	-14	-0.4	-2	98	-7	6	8	-3
Cc1ccc(Cl)cc1N1CCN(C(=O)c2cc3c(=O)n(C)c4ccccc4c3n2C)CC1	-2	-4	-1	0.3	·	84	-5	3	10	-8
COC(=O)c1sccc1NC(=O)/C=C/c1ccc(Cl)cc1	12	-5	1	4.2	-1	100	1	0	-14	0
COc1ccc(C(=O)NCc2cn3cccc(C)c3n2)cc1OC	5	-4	-4	-0.4	·	96	-3	9	20	-2
O=C(COc1ccc(C(=S)N2CCOCC2)cc1)Nc1ccccc1C(F)(F)F	-3	-5	-2	2.1	13	98	-6	-1	-3	1
C=C(C)CNC(=S)N/N=C/C1=CCC2CC1C2(C)C (stereo unspecified)	14	-5	-3	1.7	16	99	-9	-3	-13	-7
Cc1ccccc1Oc1nc2ccccn2c(=O)c1/C=C(\C#N)C(=O)Nc1c(C)n(C)n(-c2ccccc2)c1=O	9	-6	-3	2.4	-7	100	1	0	-2	1
Cc1ccc(OCCC(=O)Nc2ccc(S(=O)(=O)Nc3nccs3)cc2)cc1	3	-2	-5	3.0	1	96	1	7	-4	1
Cc1ccccc1-c1noc(CCC(=O)NCCc2ccccc2)n1	4	-20	3	-0.3	11	94	-5	-2	-5	2
CC1CCCCN1C(=O)COc1ccc(F)cc1 (stereo unspecified)	6	-1	-3	-0.5	11	102	-6	-3	-10	2
O=P(C(=NCCO)NO)(N1CCOCC1)N1CCOCC1	4	-1	4	1.0	4	102	0	6	2	1
CCSc1nc2ccccc2n1C(=O)c1ccc(S(=O)(=O)N2CCCCC2)cc1	3	-7	0	-1.8	-6	100	5	-1	1	1
O=C(CCCSc1nc2ccccc2s1)Nc1nccs1	-6	-5	1	-0.5	-3	93	-5	0	5	2
COc1ccccc1CN1CC(C(=O)NCc2cccc(C)n2)CCC1=O (stereo unspecified)	23	-7	3	-3.8	-10	98	-6	3	0	-1
COc1ccccc1N(CC(=O)NCCSCc1ccc(Cl)cc1)S(C)(=O)=O	17	-2	-11	0.9	1	98	-10	21	-3	-4
Cc1ccc(S(=O)(=O)N2CCCCC2)cc1NC(=O)Cn1ncc(Cl)c(Cl)c1=O	2	-5	-6	0.2	-3	110	26*	-8	-22	-19
CCN1CCN(C(=O)Cn2c(=O)sc3ccccc32)CC1	7	-2	-1	-0.8	·	100	2	-2	6	-2

3 records picked at random from the list so far:
SMILES	MC4R antag cAMP	CaV13 FRET inh	m5-HT2A agonist	MC4R ag barr	PDI inh	ABCB6 inh MLPCN	ABHD5-PLIN5 inh	Exocytosis inh	Cardio protect	N-glyco inh
O=C(CCCSc1nc2ccccc2s1)Nc1nccs1	-6	-5	1	-0.5	-3	93	-5	0	5	2
CCSc1nc2ccccc2n1C(=O)c1ccc(S(=O)(=O)N2CCCCC2)cc1	3	-7	0	-1.8	-6	100	5	-1	1	1
Cc1ccc(S(=O)(=O)N2CCCCC2)cc1NC(=O)Cn1ncc(Cl)c(Cl)c1=O	2	-5	-6	0.2	-3	110	26*	-8	-22	-19

Continued.
SMILES	MC4R antag cAMP	CaV13 FRET inh	m5-HT2A agonist	MC4R ag barr	PDI inh	ABCB6 inh MLPCN	ABHD5-PLIN5 inh	Exocytosis inh	Cardio protect	N-glyco inh
O=C(CSc1nncc2ccccc12)N1CCCCC1	4	-4	-1	-2.9	-4	101	-12	-2	5	-2
CC(C)CCNC(=O)C1(O)c2ccccc2NC(=O)N1c1ccc(Cl)cc1 (stereo unspecified)	4	1	8	-0.4	8	94	-3	-9	2	-1
COc1ccc(C(=O)O/N=C(/C)c2cccs2)cc1	0	·	2	-0.5	-3	98	-5	-1	-38	0
COc1cc(OC)c(C(=O)Oc2ccc3c(c2)OCO3)cc1OC	-3	·	-3	0.7	-1	97	5	-1	3	-1
COc1cccc(NC(=S)N2CCN(C/C=C/c3ccccc3)CC2)c1	11	-5	-6	1.0	-2	90	-12	1	-6	-1
Cc1ccc(CNC(=O)CO/N=C/c2ccc3c(c2)OCO3)cc1	8	-5	-1	1.6	-8	102	-2	-2	2	-2
O=C(O)CSc1nnc(Nc2ccccc2)n1-c1ccccc1	4	7	4	-1.8	-2	101	1	-4	-3	3
COC(=O)c1[nH]c2ccccc2c1NC(=O)CN1CC(C)OC(C)C1 (stereo unspecified)	3	0	-1	-1.2	3	101	-9	3	-3	2
CC12CCC(=O)N1C(C(=O)OCC(=O)Nc1cccc(S(=O)(=O)N3CCCCCC3)c1)CS2 (stereo unspecified)	1	-5	-4	-4.1	-3	96	-4	-2	-6	0
O=C1C(=O)N(CCCn2ccnc2)C(c2ccc([N+](=O)[O-])cc2)/C1=C(\O)c1ccc2c(c1)OCCO2 (stereo unspecified)	-2	-2	-3	-1.0	-6	101	2	3	1	-1
COc1cc(NC(=O)c2ccc(Cl)cc2Cl)ccc1NC(=O)c1cccs1	23	-4	7	21*	4	98	-2	-1	0	-1
O=S(Cc1ccc(Cl)cc1)c1ncc(CO)n1Cc1ccccc1 (stereo unspecified)	5	5	-6	-2.0	-2	97	3	-7	-8	1
COc1ccc(NC(=O)Cc2ccc(C)c(C)c2)cc1Cl	-1	-4	-5	0.8	-6	97	2	-2	4	1
Cc1ccccc1NC(=O)CCCSc1nc2ccccc2s1	21	-19	-3	-2.2	-3	95	-9	-2	-5	0
NC(=O)c1cc(C(=O)c2ccccc2Cl)c[nH]1	-1	-5	2	-1.4	-4	107	4	-1	6	1
c1ccc2c(OCCCCN3CCCC3)cccc2c1	16	-5	-2	0.6	-8	103	-3	11	1	1
CCCCCC1CC(CC(=O)Nc2ccc([N+](=O)[O-])cc2)C(=O)O1 (stereo unspecified)	0	-2	-2	-0.1	13	99	-6	-1	-11	-1
COc1ccccc1C(=O)NC(=O)COC(=O)c1nc2nc(C)cc(C)n2n1	4	-4	-2	-1.6	-5	99	9	3	4	1
COc1ccc(C2CC(=O)c3cnc(NC(=O)c4ccccc4OC)nc3C2)c(OC)c1 (stereo unspecified)	-1	·	-3	-5.4	-5	113	8	-1	8	-1
Cc1ccc(/C=C/S(=O)(=O)NCC(=O)OCC(=O)NCc2ccccc2)cc1	16	-5	-5	-1.2	6	96	0	4	-7	0
COc1ccccc1N1CCN(S(=O)(=O)CCNC(=O)C2CC2)CC1	1	-2	6	-0.8	21	96	1	-3	0	2
CCC1CCCCN1C(=O)CN1C(=O)CSC1=O (stereo unspecified)	6	-4	2	0.6	5	96	0	1	-9	1
O=C(CCSc1ccccc1)NCCN1CCOCC1	4	-9	-7	-1.2	-5	99	1	-1	1	1
O=C(C1CCC(=O)N1C1CCCCC1)N1CCN(c2ccc(F)cc2)CC1 (stereo unspecified)	-1	-10	-6	0.7	-2	88	7	3	1	2
NCC(=O)Nc1ccc(Cl)cc1C(=O)c1ccc[nH]1	-2	-4	5	1.1	-26	99	3	9	0	13
Nc1c(-c2ccccc2)c(CN2CCOCC2)nn1-c1ccc(C(=O)O)cc1	19	-3	5	0.7	-7	100	1	0	14	3
CCCCCOC(=O)CSc1n[nH]c(=O)[nH]c1=O	13	-4	1	-1.1	0	106	3	2	-4	2
O=C(Nc1ccc(C(=O)Oc2ccccc2)c(O)c1)c1ccccc1	4	-8	-2	-0.5	-4	98	1	-3	-9	-4
